PLAP act – activates human placental alkaline phosphatase; purified PLAP enzyme, luminescent substrate read-out; hits give high values; activation fold at 20 µM; 96,000 compounds, 1.2% hits; in the data active = activation fold above about 2
S1P2 agonist – activates the human S1P2 receptor; O95136; 97,000 compounds, 0.46% hits; activation, % at 4.5 µM; S1P2-expressing cell line, agonist reporter read-out; in the data active = activation above about 16%;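 also: 0% = vehicle low control and 100% = maximal reference agonist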
Target sequence (O95136 whole entry, looked up): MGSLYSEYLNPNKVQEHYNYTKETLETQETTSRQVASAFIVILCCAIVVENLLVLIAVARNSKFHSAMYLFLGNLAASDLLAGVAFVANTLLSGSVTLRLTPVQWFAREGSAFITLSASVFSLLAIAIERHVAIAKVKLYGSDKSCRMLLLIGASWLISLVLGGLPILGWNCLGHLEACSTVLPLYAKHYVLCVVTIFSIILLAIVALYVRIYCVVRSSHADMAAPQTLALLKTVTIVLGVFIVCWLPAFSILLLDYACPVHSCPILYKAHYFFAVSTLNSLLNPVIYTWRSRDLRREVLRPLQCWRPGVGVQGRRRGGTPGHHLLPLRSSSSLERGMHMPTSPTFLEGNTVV
PostGolgi ctrl – growth of the yeast control strain, post-Golgi counter-screen; efflux-deficient yeast background strain, growth absorbance A615, 16 h; inhibition, % at 10 µM; 98,000 compounds, 5% hits; AID 738
sEH activator – activators of human soluble epoxide hydrolase; P34913; purified human sEH enzymatic activity, activator screen; activation, % at 2 µM; 91,000 compounds, 0.04% hits; AID 717; in the data active = activation above about 37%; also: values of inactives mirror those of a sister screen read the other way
Target sequence (P34913 whole entry, looked up): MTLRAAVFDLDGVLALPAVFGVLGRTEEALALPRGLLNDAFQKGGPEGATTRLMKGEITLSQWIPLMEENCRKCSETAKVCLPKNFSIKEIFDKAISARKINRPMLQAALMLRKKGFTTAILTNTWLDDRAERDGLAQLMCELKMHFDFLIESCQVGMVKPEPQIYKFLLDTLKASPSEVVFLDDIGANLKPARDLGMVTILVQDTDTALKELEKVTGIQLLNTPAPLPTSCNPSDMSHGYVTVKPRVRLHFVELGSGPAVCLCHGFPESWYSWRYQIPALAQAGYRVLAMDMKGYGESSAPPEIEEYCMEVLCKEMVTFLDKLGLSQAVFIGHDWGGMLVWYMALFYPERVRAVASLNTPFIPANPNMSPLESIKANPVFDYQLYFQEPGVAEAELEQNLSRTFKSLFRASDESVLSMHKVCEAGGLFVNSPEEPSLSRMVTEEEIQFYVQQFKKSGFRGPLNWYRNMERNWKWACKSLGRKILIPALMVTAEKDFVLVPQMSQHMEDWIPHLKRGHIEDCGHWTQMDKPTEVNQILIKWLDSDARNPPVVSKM
S1P2 blocker – blocks the human S1P2 receptor; O95136; cell-based S1P2 antagonist assay, inhibition at 5 uM; inhibition, % at 5 µM; 97,000 compounds, 0.21% hits; in the data active = inhibition above about 45%;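 also: CRE beta-lactamase reporter cells expressing human S1P2 stimulated with S1P; 0% = agonist at EC80 alone and 100% = agonist plus reference antagonist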
Ecoli WT expand – growth inhibitors of E. coli BW25113 wild type. OD600 absorbance. 98,000 compounds, 0.15% hits. growth inhibition, % at 100 µM;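 active = growth inhibition above about 50% at one test dose, limit read from the data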;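 also: growth measured after 20 h incubation at 37 °C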
sEH inhibitor – soluble epoxide hydrolase (human) inhibition | P34913 | recombinant human sEH enzymatic activity assay | inhibition, % at 2 µM | 91,000 compounds, 0.34% hits | AID 707; in the data active = inhibition above about 80%; also: values of inactives mirror those of a sister screen read the other way; many of its hits are not listed in these tables
CD11b adhes inh – inhibitors of human CD11b/CD18 binding to fibrinogen | P05107+P11215 | K562 CD11b/CD18 adhesion to fibrinogen, ATPlite luminescence; Mn2+ added to activate the integrin | inhibition, % at 10 µM | 93,000 compounds, 0.54% hits | AID 1497;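 active = primary inhibition of 50% or more at 10 µM, then 40% or more on retest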; also: some results filed as inactive read as strong as hits
PostGolgi yeast – growth inhibition of a yeast mutant, post-Golgi transport screen; post-Golgi transport phenotypic cell assay; inhibition, % at 10 µM; 98,000 compounds, 0.9% hits;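 also: yeast cells grown in 1536-well plates; yeast grown about 18 h at 30C before absorbance read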
* marks the source's active call; other numbers are inactive results; . = no result given. Rule as the data show it, unless noted: active = inhibition above about 30%; inactive = the rest.

SMILES | PLAP act | S1P2 agonist | PostGolgi ctrl | sEH activator | S1P2 blocker | Ecoli WT expand | sEH inhibitor | CD11b adhes inh | PostGolgi yeast
CCCCc1ccc(C2C(C#N)=C(N)SC(N)=C2C#N)s1 | 1.2 | -5 | 4 | 3 | 6 | 15 | -6 | 100* | 4
C=CCn1c(COc2cccc(C)c2)nnc1SCC(=O)NC(=O)NCc1ccco1 | 1 | -4 | -2 | -1 | 3 | -5 | 1 | 2 | -5
COC(=O)COc1ccc(S(=O)(=O)N2CCN(c3ccc(F)cc3)CC2)cc1 | 1 | -1 | 0 | 14 | -34 | 4 | -17 | -24 | -4
CSc1nc(-c2ccccc2)c(-c2ccccc2)[nH]1 | 1.1 | -6 | 16 | 28 | -18 | -8 | -27 | 4 | -5
O=C(NCC1CCCO1)c1ccccc1-c1nc(-c2ccc(F)cc2)no1 (stereo not drawn) | 1.4 | -8 | 9 | -5 | 11 | 5 | 4 | -8 | -4
CCOC(=O)N1CCC(NC(=O)c2ccc3c(c2)sc2nc(-c4ccccc4)cn23)CC1 | 1.4 | -9 | 9 | 10 | 37 | -6 | -12 | . | -3
O=C(c1ccc(-c2ccccc2)cc1)N1CCCC1 | 1 | -4 | -3 | -2 | 1 | 2 | 3 | -5 | -5
C/C(=C\c1cc(C(=O)O)c(C)o1)CO | 0.9 | -7 | 1 | 3 | -8 | 2 | -3 | -12 | 6
Cc1ccc(C(=O)OCc2nnc(-c3ccccc3)o2)o1 | 1 | -4 | -2 | 0 | 1 | 7 | 2 | 2 | 0
Cc1cc(C)cc(OCC(=O)NN2Cc3ccccc3C2=N)c1 | 0.9 | -9 | 1 | -7 | 10 | 5 | 10 | -1 | -5
CCN1CCN(S(=O)(=O)Cc2ccccc2)CC1 | 1.1 | -6 | 3 | -3 | -34 | 2 | 8 | 0 | 3
O=C(CSc1nnc(-c2ccccc2)o1)OCc1ccccc1 | 0.8 | -4 | 2 | -8 | 19 | 4 | 7 | . | -5
Cc1nonc1NC(=O)Nc1cccnc1 | 1.1 | 0 | -2 | 6 | -3 | 13 | -4 | . | 5
CC12CCC(C(=O)Nc3ccc4c(c3)OCCO4)(OC1=O)C2(C)C (stereo not drawn) | 0.9 | -4 | 0 | -10 | -3 | -2 | 9 | -9 | -4
CCC(=O)Nc1ccc(C(=O)Nc2ccc3c(c2)C(=O)N(CC2CCCO2)C3=O)cc1 (stereo not drawn) | 1 | -2 | 2 | 0 | -22 | 0 | -1 | -11 | -14
CCOC(=O)C1(C(F)(F)F)N=C(C(F)(F)F)Nc2ccccc21 (stereo not drawn) | 1.1 | -5 | -1 | 10 | -6 | 2 | -10 | 0 | 13
COc1ccc(C2(C(=O)N3CCCC3)CCOCC2)cc1OC | 0.9 | . | 3 | . | . | -1 | . | 3 | 6
CCOc1ccc(C2C=C(c3ccc(C)cc3)Nc3ncnn32)cc1 (stereo not drawn) | 1.4 | -11 | 38* | . | -6 | -1 | . | -17 | 6
COC(=O)c1sc(NC(=O)c2cnccn2)c(C(=O)OC)c1C | . | -4 | . | 7 | -8 | . | -9 | . | .
CSCC[C@H](NC(=O)Nc1ccc(C)cc1C)C(=O)O | 1 | -5 | 5 | 0 | 11 | 1 | 1 | 10 | 2
CSCCC(NC(=O)c1c(C)oc2c1CCCC2)C(=O)O (stereo not drawn) | 1.2 | -1 | 14 | -10 | -5 | -3 | 9 | -12 | 10
COCCOC(=O)C1=C(C)NC(=O)NC1c1ccc(Cl)cc1 (stereo not drawn) | 0.9 | -9 | 3 | . | 4 | 8 | . | 1 | 0
Cc1cc(NC(=O)c2nn3cccnc3c2Cl)no1 | 1.1 | -3 | 5 | 3 | -34 | -5 | -2 | 9 | 5
O=C(Oc1c(Cl)cc(Cl)c2cccnc12)N1CCCCC1 | 1.2 | -8 | 43* | -2 | -4 | 3 | 1 | -14 | -1
CC12/C(=N/O)C3C4CC5C3/C(=N/O)C1C5C42 (stereo not drawn) | 0.9 | -4 | 4 | -12 | 3 | 3 | 11 | 0 | -4
CC(Sc1nc2ccccc2n1C)C(=O)NC(c1ccccc1)c1ccccc1 (stereo not drawn) | . | 0 | . | 8 | -24 | . | -2 | . | .
Cc1nc(NC(=O)c2ccccc2)sc1-c1csc(Nc2ccc(Cl)cc2)n1 | 1.1 | -6 | 19 | -35 | 7 | -24 | 34 | . | -7
COc1ccc(NC(=O)C2CCN(S(=O)(=O)c3ccc(C)cc3)CC2)cc1OC | 1 | 0 | 0 | 3 | 0 | -4 | -4 | -14 | 4
O=C(CN1C(=O)C2CC=CCC2C1=O)NCC1COc2ccccc2O1 (stereo not drawn) | 0.9 | -2 | -8 | 1 | 8 | 10 | 2 | . | 4
Nc1nnc(SCc2ccccc2)n1-c1ccccc1 | . | -1 | . | 6 | -8 | . | -4 | . | .
Cc1ccnc2nc(C(=O)Nc3ccc4c(c3)OCO4)nn12 | 0.9 | -3 | 1 | 2 | -4 | 1 | 0 | -1 | 1
Cc1ccc(S(=O)(=O)N(CCO)c2cc3c(s2)CCCC3)cc1 | 1 | 0 | 16 | 3 | -6 | 8 | -4 | 19 | 1
NC(=O)Cn1cnc(-c2ccccc2)c1 | 0.9 | . | 3 | . | . | -9 | . | -2 | -1
COCCn1c(N)c(C(=O)NCc2cccs2)c2nc3ccccc3nc21 | 1.4 | 14 | 32* | 2 | -33 | 0 | -4 | -7 | 6
COc1ccc(-n2cc(-c3ccccc3)c3c(N4CCN(CCO)CC4)ncnc32)cc1 | 1.6 | -1 | 10 | -2 | -12 | 5 | 2 | 22 | -2
Nc1cccc2c1C(=O)N(C(=O)c1cccc(S(=O)(=O)N3CCCC3)c1)C2=O | 1 | -9 | 1 | -4 | 32 | -9 | 7 | -10 | 5
Cc1ccc(O)c(-c2cc(C(=O)Nc3ccc(S(=O)(=O)N4CC(C)OC(C)C4)cc3)[nH]n2)c1 (stereo not drawn) | 1 | -3 | 2 | 3 | -20 | -7 | -2 | -1 | -9
CCS(=O)(=O)C(=C(Nc1ccc(OC)cc1)Nc1ccc(OC)cc1)S(=O)(=O)CC | 1 | -5 | 7 | -3 | 6 | -5 | 3 | . | 2
CCOC(=O)C1CCCN(Cc2ccc(OCC)cc2)C1 (stereo not drawn) | 1.6 | 1 | -4 | 2 | 1 | -2 | 0 | -3 | -4
CCOc1ccc(C(=O)Nc2c3c(nn2-c2ccc(C)cc2)CS(=O)C3)cc1OCC (stereo not drawn) | 1.4 | -2 | 7 | 7 | 4 | -16 | -5 | -4 | -6
Clc1ccc(Nc2nc(NCCN3CCOCC3)nc(N3CCOCC3)n2)cc1 | 1.6 | . | 11 | . | . | -2 | . | . | 4
CCCCn1c(CNC(=O)C(C)(C)C)nc2ccccc21 | . | -1 | -2 | 7 | 11 | -1 | -8 | . | -4
CCn1c(COc2cccc(C)c2)nnc1SCC(=O)N1CCCC1 | 1.4 | -2 | 6 | 13 | 6 | 6 | -13 | 3 | -7
Cc1cc(C)cc(-c2nc(-c3ccncc3)no2)c1 | 1.4 | -12 | 8 | -13 | -11 | -7 | 12 | 1 | -13
O=C(c1cc(-c2ccco2)on1)N1CCOCC1 | 1.1 | -5 | 3 | 3 | 9 | -3 | -5 | . | 3
CCCCn1nc2cc(C(=O)NCc3ccccc3OC)ccc2c1OCC | 1.6 | -2 | 12 | 10 | 13 | 4 | -13 | -7 | 20
O=C(NCCCN=C1NS(=O)(=O)c2ccccc21)c1ccc(S(=O)(=O)N2CCCCC2)cc1 | 1.1 | -5 | 18 | -11 | -9 | 6 | 16 | 11 | -1
O=C(NCC1CCCO1)c1cccc(F)c1 (stereo not drawn) | 1 | -2 | 7 | -3 | -14 | 4 | 2 | 3 | 6

13 entries already listed, ordered by count of non-hydrogen atoms, largest number first:
SMILES | PLAP act | S1P2 agonist | PostGolgi ctrl | sEH activator | S1P2 blocker | Ecoli WT expand | sEH inhibitor | CD11b adhes inh | PostGolgi yeast
O=C(NCCCN=C1NS(=O)(=O)c2ccccc21)c1ccc(S(=O)(=O)N2CCCCC2)cc1 | 1.1 | -5 | 18 | -11 | -9 | 6 | 16 | 11 | -1
COc1ccc(-n2cc(-c3ccccc3)c3c(N4CCN(CCO)CC4)ncnc32)cc1 | 1.6 | -1 | 10 | -2 | -12 | 5 | 2 | 22 | -2
CCOc1ccc(C(=O)Nc2c3c(nn2-c2ccc(C)cc2)CS(=O)C3)cc1OCC (stereo not drawn) | 1.4 | -2 | 7 | 7 | 4 | -16 | -5 | -4 | -6
CCS(=O)(=O)C(=C(Nc1ccc(OC)cc1)Nc1ccc(OC)cc1)S(=O)(=O)CC | 1 | -5 | 7 | -3 | 6 | -5 | 3 | . | 2
Clc1ccc(Nc2nc(NCCN3CCOCC3)nc(N3CCOCC3)n2)cc1 | 1.6 | . | 11 | . | . | -2 | . | . | 4
Nc1cccc2c1C(=O)N(C(=O)c1cccc(S(=O)(=O)N3CCCC3)c1)C2=O | 1 | -9 | 1 | -4 | 32 | -9 | 7 | -10 | 5
COCCn1c(N)c(C(=O)NCc2cccs2)c2nc3ccccc3nc21 | 1.4 | 14 | 32* | 2 | -33 | 0 | -4 | -7 | 6
CCn1c(COc2cccc(C)c2)nnc1SCC(=O)N1CCCC1 | 1.4 | -2 | 6 | 13 | 6 | 6 | -13 | 3 | -7
CCOC(=O)C1CCCN(Cc2ccc(OCC)cc2)C1 (stereo not drawn) | 1.6 | 1 | -4 | 2 | 1 | -2 | 0 | -3 | -4
Cc1cc(C)cc(-c2nc(-c3ccncc3)no2)c1 | 1.4 | -12 | 8 | -13 | -11 | -7 | 12 | 1 | -13
O=C(c1cc(-c2ccco2)on1)N1CCOCC1 | 1.1 | -5 | 3 | 3 | 9 | -3 | -5 | . | 3
O=C(NCC1CCCO1)c1cccc(F)c1 (stereo not drawn) | 1 | -2 | 7 | -3 | -14 | 4 | 2 | 3 | 6
NC(=O)Cn1cnc(-c2ccccc2)c1 | 0.9 | . | 3 | . | . | -9 | . | -2 | -1

Next part:
SMILES | PLAP act | S1P2 agonist | PostGolgi ctrl | sEH activator | S1P2 blocker | Ecoli WT expand | sEH inhibitor | CD11b adhes inh | PostGolgi yeast
Cc1ccc(N2CSC3=C(C#N)C(c4cccs4)CC(=O)N3C2)cc1 (stereo not drawn) | 1.5 | -2 | -11 | -18 | -1 | 2 | 16 | -7 | -19
CC(C)(C)CC(=O)NCc1ccc(F)cc1 | 0.8 | -6 | -8 | 6 | -5 | 5 | -7 | -13 | -3
CCCCNC(=O)OC(C)CNC(=O)OC (stereo not drawn) | 1.2 | 0 | 9 | 8 | -14 | 10 | -8 | -2 | -1
CS(=O)(=O)N(CC(=O)N1CCCCCC1)Cc1ccc(Cl)cc1 | 1.8 | -2 | -1 | -7 | -13 | 2 | 8 | -8 | -2
Cc1c(C(=O)O)c(-c2ccccc2)nn1-c1ccccc1 | 1.3 | 0 | 4 | 4 | -8 | -14 | -6 | 5 | -4
CCCNS(=O)(=O)c1ccc(CCC(=O)N2CCN(c3ccc(OC)cc3)CC2)cc1 | 1.8 | -8 | 53* | -1 | -2 | 4 | 1 | 4 | 1
Cc1ccc(-c2nc(CS(=O)CC(=O)NCCN3CCOCC3)c(C)o2)cc1 (stereo not drawn) | 1.5 | -3 | 0 | . | 4 | -1 | . | 3 | 2
CC(C)(C)n1nnnc1C(c1cccc(C#N)c1)N1CCC(Cc2ccccc2)CC1 (stereo not drawn) | 1.4 | -2 | 43* | -10 | -5 | -13 | 9 | . | -4
Cc1oc2c(c1C(=O)NC(Cc1c[nH]c3ccccc13)C(=O)O)CCCC2 (stereo not drawn) | 1.8 | -4 | -3 | 1 | 10 | 0 | -1 | 10 | -8

Screens from PubChem BioAssay.
